Screening data: PubChem, National Center for Advancing Translational Sciences (NCATS)
Epigenetic mod: derepresses silenced GFP locus in mouse C127i cells. mouse C127i GFP locus derepression, cytometry, 30 h. Potency, µM (doses to about 46.1 µM), for inactives: at the highest dose GFP derepression (activation). hit rate 0.09% among 68,000; also: % of control where 0% means no effect
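Murine C127i mammary cells carrying a silenced, stably integrated CMV-driven GFP reporter were treated with compound for 30 hours at 37 C. After PBS washes, GFP-positive cells were counted by laser-scanning microplate cytometry.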
UbGFP stabilizer: proteasome inhibitors stabilizing ubiquitin-GFP reporter; Ubiquitin-GFP reporter cells, proteasome inhibition, GFP fluorescence; response scale: untreated = 0%, 10 µM MG-132 = 100%; Potency, µM (titrated, usually from 45.9 µM), without a hit: at the top dose activation (GFP accumulation), usual class: activators; 67,000 tested, under 10 active; AID 526; active = well fitted activation curve with a large enough effect, not every such curve was filed as active; inconclusive = small, poorly fitted or top-dose-only effect, or another doubt; inactive = no such curve, though single readings can be large or run the other way; also: potency is read from the fitted curve at half-maximal effect
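U2OS Ub(G76V)-GFP reporter; O/N plating, 0.5% FBS; cpd 46 uM–2.9 nM, 4 h, 37 °C; GFP+ cell count, 488/515 nm; norm. to basal vs 10 uM MG-132; CRC fit.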
4MU fluor: compound fluoresces in the 4-MU spectral region | max dye-equivalent concentration, M | hit rate 11% among 59,000 | compound autofluorescence, 340/450 nm, 4-MU equivalents; hits give high values; in the data active = max dye-equivalent concentration above about 10 nM; inconclusive = mostly about 1.1 nM to 9.6 nM
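Intrinsic fluorescence at 340/450 nm (ex/em) was read after 15 min at room temperature in pH 8.0, 100 mM Tris. Each compound concentration expressed as 4-MU-equivalent concentration from a six-point 4-MU standard series on each plate.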
Hsp90 Hop PPI: changes Hsp90-Hop TPR2A binding signal, up or down | AlphaScreen TPR2A-His6 binding biotin-Hsp90 C-terminal peptide | Potency, µM (titrated, usually from 57 µM), without a hit: at the top dose activity change, negative = inhibition | hit rate 0.44% among 71,000; active = well fitted curve in either direction with a large enough effect; inconclusive = small, poorly fitted or top-dose-only effect, or another doubt; also: potency is read from the fitted curve at half-maximal effect; % is scaled to controls: 0 for no effect and ±100 for the full control effect; many of its hits are not listed in these tables
A350 fluor: compound fluoresces in the Alexa 350 spectral region. Compound autofluorescence, 340/450 nm, Alexa 350 dye-equivalents; hits give high values. max dye-equivalent concentration, M. hit rate 11% among 59,000; in the data active = max dye-equivalent concentration above about 10 nM; inconclusive = mostly about 1.1 nM to 9.6 nM
Luciferase inh: inhibitors of firefly luciferase | purified firefly luciferase, luminescence, 8 min | Potency, µM (titrated, usually from 57.1 µM), for the others: at the top dose activity change, negative = inhibition, hits mostly inhibitors | hit rate 2.2% among 72,000 | AID 411; also: potency is read from the fitted curve at half-maximal effect; % is scaled to controls: 0 for no effect and ±100 for the full control effect; nearly all actives have a fitted effect of over 40% in size
Target sequence (P08659 whole entry, looked up): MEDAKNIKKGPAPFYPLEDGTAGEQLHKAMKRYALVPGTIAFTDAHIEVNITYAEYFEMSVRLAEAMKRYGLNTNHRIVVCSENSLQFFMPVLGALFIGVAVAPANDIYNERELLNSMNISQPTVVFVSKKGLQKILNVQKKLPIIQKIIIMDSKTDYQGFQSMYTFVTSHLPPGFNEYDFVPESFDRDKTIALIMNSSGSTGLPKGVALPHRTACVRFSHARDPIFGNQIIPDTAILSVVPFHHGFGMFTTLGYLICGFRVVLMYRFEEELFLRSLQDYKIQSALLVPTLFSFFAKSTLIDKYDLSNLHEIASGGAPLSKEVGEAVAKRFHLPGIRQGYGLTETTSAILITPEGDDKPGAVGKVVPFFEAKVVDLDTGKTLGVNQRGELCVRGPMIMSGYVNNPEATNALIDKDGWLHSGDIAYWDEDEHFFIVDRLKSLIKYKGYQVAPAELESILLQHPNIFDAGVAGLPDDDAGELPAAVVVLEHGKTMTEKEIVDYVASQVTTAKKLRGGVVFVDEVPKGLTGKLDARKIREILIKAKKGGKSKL
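Here, luciferase activity is measured as luminescence following an 8 min room-temperature reaction at 10 uM ATP, pH 7.2. Every library sample is titrated.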
CRE-bla Fsk: alters forskolin-stimulated CRE reporter signaling in CHO cells. CHO CRE-bla reporter (cAMP response element driving beta-lactamase), forskolin EC10, beta-lactamase ratio. Potency, µM (doses to about 38.2 µM), for the others: at the highest dose activity change, negative = inhibition, most hits filed as activators. hit rate 2.5% among 71,000. AID 662; active = well fitted activation curve with a large enough effect in the signal ratio, with a control signal flat, not every such curve was filed as active; inconclusive = small, poorly fitted or top-dose-only effect, or effect the other way, or a change in a side signal; the % refers to the signal ratio; also: potency is read from the fitted curve at half-maximal effect; % of control where 0% means no effect
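Modulation of forskolin-driven signalling is measured in CHO cells carrying a CRE-controlled beta-lactamase reporter. Cells are stimulated with EC10 NKH 477 in the presence of titrated compound for 3 h at 37 °C, then loaded with CCF4 for 2 h at room temperature.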
Fluorescein autfl: compound fluoresces in the fluorescein spectral region; max fluorescein-equivalent concentration, M; AID 593; hit rate 0.91% among 59,000; Compound autofluorescence, 480/540 nm, fluorescein-equivalent; hits give high values; in the data active = max fluorescein-equivalent concentration above about 10 nM; inconclusive = between about 1.1 nM and that limit
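Tris 100 mM pH 8.0; 15 min RT; CCD read, ex 480/em 540 nm. Output: fluorescein-equivalent concentration per compound concentration, from six-point dye series on each plate.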
ERK AVP block: inhibitors of vasopressin-stimulated ERK signaling pathway; HEK293-V1b, vasopressin-stimulated pERK AlphaScreen; Potency, µM (top dose mostly 57.5 µM), for inactives: at the highest dose activity, negative = inhibition, usual class: inhibitors; hit rate 0.99% among 72,000; AID 995; also: potency is read from the fitted curve at half-maximal effect; % is scaled to controls: 0 for no effect and ±100 for the full control effect; nearly all actives have a fitted effect of over 55% in size
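qHTS, compounds titrated on V1b-expressing HEK293 cells. Preincubation 30 min at 37C, vasopressin 25 nM for 5 min, lysis 10 min, bead incubation 5 hr at room temperature.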
Texas Red fluor: compounds fluorescent in Texas Red spectral region. Compound fluorescence, Texas Red channel, 547/618 nm; hits give high values. max dye-equivalent concentration, M. hit rate 0.06% among 59,000; in the data active = max dye-equivalent concentration above about 10 nM; inconclusive = between about 1.1 nM and that limit
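Texas Red-region profiling: compounds in 100 mM Tris pH 8.0 were read at 547/618 nm after 15 min at room temperature. Intensities were normalized against a six-point Texas Red standard series to give dye-equivalent concentration.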
HBB splicing: modulators of hemoglobin beta chain splicing. HBB splicing reporter cell assay, activation; EGFP reporter with mutant IVS2-654 intron; response scale: normalised to 500 nM splice-correcting PNA. Potency, µM (highest dose often 46.1 µM), inactives show at the highest dose activation, most hits filed as activators. hit rate 0.06% among 65,000. AID 925; also: potency is read from the fitted curve at half-maximal effect; 0% is about no effect
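Compounds were applied for 2 days to HeLa EGFP-654 cells, 500/well in Optimem with 2% FCS. The reporter's EGFP is disrupted by mis-splicing of beta-globin intron IVS2-654. Readout: summed well GFP fluorescence from 488 nm laser scanning; reference was 500 nM antisense […] 654 PNA.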
The depositor's hits bear a star; i = inactive; ? = inconclusive; . = not tested or not shown; [ ] = another dose, or the depositor's remark. Unless noted, calls follow the shape of the dose curve; as a rule, active = well fitted curve in the direction sought with a large enough effect; inconclusive = small, poorly fitted or top-dose-only effect, or another doubt; inactive = no such curve, though single readings can be large; an effect the other way counts as inactive or inconclusive. An excerpt, so the mix of outcomes need not match the whole.

structure | Epigenetic mod | UbGFP stabilizer | 4MU fluor | Hsp90 Hop PPI | A350 fluor | Luciferase inh | CRE-bla Fsk | Fluorescein autfl | ERK AVP block | Texas Red fluor | HBB splicing
COc1ccc(CCN2C(=O)CC(Sc3ncccc3C(=O)O)C2=O)cc1OC (stereo unspecified) | -2% | -3% | i | 0% | i | 1% | 0% | i | -3% | ? | 4.0%
O=C1c2ccccc2C(=O)N1CC1c2ccccc2CCN1S(=O)(=O)c1cnc[nH]1 (stereo unspecified) | -3% | -2% | i | ? | i | -2% | -20% | i | 47% | i | 0.1%
CC(=O)Nc1cccc2c1C(=O)NC2=O | 0% | -2% | 3e-07M* | 1% | 4.4e-07M* | 0% | ? | ? | 7% | ? | -3.1%
CCOC(=O)N1CCC(N2CC34C=CC(O3)C(C(=O)O)C4C2=O)CC1 (stereo unspecified) | . | 12% | . | -3% | . | 3% | -3% | . | . | . | 0.3%
O=c1[nH]c2cc3c(cc2cc1CN(CC1CCCO1)S(=O)(=O)c1ccc(Cl)cc1)OCCO3 (stereo unspecified) | 3% | -2% | 1.1e-07M* | 2% | 1e-07M* | -1% | -1% | i | -8% | ? | .
N=C(N)SCc1ccc(Cl)cc1Cl (tested in a mixture with another compound) | 0%[9.22 µM] | -9%[9.17 µM] | i | -6%[11 µM] | ? | 1%[11.4 µM] | -3%[7.6 µM] | ? | 6%[11.5 µM] | i | 2.7%[9.22 µM]
C=CCSc1ncccc1C(=O)O | 0% | . | ? | -3% | ? | 1% | -17% | i | -12% | i | 1.4%[0.369 µM]
CCOC(=O)c1cnn(CCOC(=O)c2cccs2)c1NC(=O)c1cccs1 | 2% | 13% | i | 2% | i | 0% | -15% | i | -3% | i | -2.2%
Cn1cccc1C(=O)N1CCC2(CC1)CN(c1ccncc1)C2 | 5%[9.22 µM] | -11% | i | -3% | i | -1%[11.4 µM] | -2% | i | -10% | i | 4.9%
O=C(CCCC(=O)N(CC(=O)NC1CCCC1)Cc1ccccc1Cl)Nc1ccccn1 | 1% | 0% | i | ? | ? | 2% | ? | ? | 2% | i | -1.1%
COc1ccc(/C(N)=C/C(=O)C(C)(C)C)cc1 | -2% | 17% | . | -6% | . | -8% | 2% | . | ? | . | 1.2%
CCOC(=O)C1CCN(CC(O)COc2ccc(C(C)=O)cc2)CC1 (stereo unspecified) | . | -6% | . | -5%[2.3 µM] | . | 2% | -3% | . | -17% | . | -0.1%
O=C(CS(=O)(=O)c1cn(Cc2ccccc2Cl)c2ccccc12)N1CCOCC1 | 0% | -5% | i | -5% | i | 1% | 0% | i | 19% | i | -1.0%
CC(C)(CN=C1NS(=O)(=O)c2ccccc21)CNC(=O)CN1C(=O)c2ccccc2C1=O | 0% | -4% | i | 1% | i | 1% | -3% | i | -19% | i | .
Cc1ccccc1-n1c(=O)cc(N2CCN(C(=O)c3ccco3)CC2)[nH]c1=O | . | 0% | . | 2% | . | -2% | ? | . | . | . | 1.0%
CC(=O)c1cccc(N(CC(=O)Nc2cccnc2)S(C)(=O)=O)c1 | -5% | 4% | i | -2% | i | 1% | -7% | i | 14% | ? | -0.3%
Cc1ccc(C(=O)N(CN2CCCC2=O)c2ccccc2)cc1C | 0% | -2% | i | -2% | i | 0% | 5% | ? | 18% | ? | -1.8%
CCOC(=O)c1cc2c(n(-c3ccccc3)c1=O)CC(C)(C)CC2=O | 3% | -14% | ? | -6% | ? | 5% | 10% | i | -10% | i | 0.0%
FC(F)(F)c1ccccc1-c1ccc2ncnc(N3CCOCC3)c2c1 | -3%[9.22 µM] | 1% | i | 1% | i | 2%[2.29 µM] | 5% | i | ? | i | 0.0%
CC(C)Oc1ccc(Cc2c(O)nc(NCCCN(C)C)[nH]c2=O)cc1 | 8%[20.6 µM] | . | i | . | i | 0%[25.5 µM] | . | i | . | i | .
c1ccc(Cc2nnc(-c3ccccc3)o2)cc1 | 13% | -4% | ? | 8% | ? | -15% | -3% | i | -4% | i | -1.5%
CCOC(=O)c1ccc(NC(=O)CCc2nc(-c3ccccc3Cl)no2)cc1 | 0% | 3% | i | 19% | ? | 0% | -8% | ? | ? | i | 1.4%
CC(=O)N[C@H]1C[C@@H]1c1ccccc1 | 0%[20.6 µM] | . | i | . | i | 2%[25.5 µM] | . | i | . | i | .
Cc1nn(-c2ccccc2)c(C)c1CCC(=O)O | 0% | 7% | . | 0% | . | 0% | -5% | . | 8% | . | -1.6%
COc1ccc(-c2nc(C#N)c(N3CCOCC3)o2)cc1OC | 2% | 4% | 4.5e-08M* | -4% | 5.2e-08M* | -1% | ? | i | -28% | i | 7.3%[0.369 µM]
CC(=O)Nc1sc(NC(=O)c2ccccc2)nc1-c1cccs1 | 2% | -1% | 2.4e-08M* | -5% | 3.1e-08M* | 0% | 28% | ? | -19% | i | -5.9%
C[C@H](C[C@H](N)C(=O)O)C(=O)O | -1% | -1% | . | -2% | . | 0% | -4% | . | 10% | . | .
CCN1C=C(Cc2cccs2)C2=C(C1)C(c1cccs1)C(C#N)=C(N)O2 (stereo unspecified) | 2% | -9% | i | -23% | i | -2% | 2% | ? | 21% | ? | -0.3%
Fc1cc(F)c2nc(N3CCOCC3)sc2c1 | -2% | 4% | i | -7% | i | -3% | 11% | ? | 20% | i | 1.8%
CCC(=O)Nc1sc(C(=O)OC)c(C)c1C(=O)OC | -4% | -2% | ? | 1% | ? | 5% | 15% | ? | -16% | i | 2.3%
Cc1ccc(N2CCN(c3ccc(C)cc3)C(CC(=O)O)C2=O)cc1 (stereo unspecified) | -2% | . | ? | -1% | ? | -2% | ? | i | 16% | ? | -1.6%[0.369 µM]
Cc1cccc(C)c1NC(=O)CS(=O)CC(=O)NC1CCCc2ccccc21 (stereo unspecified) | -2% | -8% | i | -1% | i | 3% | -12% | i | 2% | ? | .
COc1ccc(CCNC(=O)CCn2c(=O)oc3ccccc32)cc1OC | . | -3% | . | -4% | . | 1% | 24% | . | . | . | -0.2%
COc1ccccc1C(=O)Nc1ccc(C(=O)O)cc1 | 2% | -6% | i | -1% | i | 4% | 2% | i | 0% | i | 1.6%
O=C(Nc1ccc2c(c1)OCO2)c1c(Cl)nc2sccn12 | 3% | 2% | ? | -4% | 1.1e-08M* | -1% | ? | i | 10% | i | -0.3%[57.5 µM]
C(=N\n1cnnc1)/c1ccc2ncccc2c1 | -1% | -5% | i | -2% | i | 4% | -2% | i | 2% | ? | 0.0%[57.5 µM]
CC(=O)NC(CCS(C)(=O)=O)C(=O)Nc1cccc(C)c1C (stereo unspecified) | . | 1% | . | -2% | . | 3% | ? | . | . | . | -0.6%
CCC(=O)Nc1nc2cc(OC)ccc2s1 | 0% | -1% | i | -2% | i | ? | 3% | i | -12% | i | 7.3%
CC(C)(Oc1ccc(Cl)cc1)C(=O)Nc1ncccn1 | -2% | -17% | . | 0% | . | 1% | -3% | . | 15% | . | -0.1%[9.22 µM]
c1ccc(CCCNc2nnnc3ccccc23)cc1 | 2%[9.22 µM] | -3%[9.17 µM] | i | -3%[11 µM] | i | -1%[11.4 µM] | 7%[7.6 µM] | i | 9%[11.5 µM] | i | 1.0%[9.22 µM]
Cn1c(C(=O)N2CCCC(C(=O)NCCCc3ccccc3)C2)cc2sccc21 (stereo unspecified) | 0% | 1% | i | -3% | i | 4% | -8% | i | 20µM* | i | -1.6%
CC(=O)c1cccc(N=C2C(=O)Nc3ccccc32)c1 | 4% | 0% | i | ? | i | 2% | -2% | i | 33% | i | 0.1%
CN(Cc1ccco1)c1cc(-c2cccnc2)ncn1 | 2%[9.22 µM] | 5% | i | -3% | i | 2%[2.29 µM] | ? | i | ? | i | -1.7%
COCC(=O)N1CCC2(CCCN(C(=O)Nc3cccc(C#N)c3)C2)CC1 | 0%[9.22 µM] | -7% | i | -4% | i | 1%[11.4 µM] | 2% | ? | -27% | i | 4.9%
O=C(O)c1c(-c2ccccc2)c2oc3ccccc3c2[nH]c1=O | 1% | 4% | 3.5e-07M* | 1% | 4.2e-07M* | 0% | -16% | ? | -4% | i | -0.1%[57.5 µM]
COc1ccc(-c2cc(C(=O)NC3CCCC3)no2)cc1OC | 3% | 6% | i | 1% | i | 0% | 7% | i | -3% | i | -0.4%
CCOc1ccccc1C(=O)NCCCCCC(=O)O | -3%[20.6 µM] | . | i | . | i | 1%[25.5 µM] | . | i | . | i | .
CC(NC(=O)Cn1cc2c(n1)CCCCC2)c1ccccc1 (stereo unspecified) | -5% | 3% | . | -2% | . | 0% | -4% | . | -3% | . | -0.7%
O=C(CSc1nc2[nH]ncc2c(=O)n1-c1ccccc1)N1CCCc2ccccc21 | 3% | . | i | ? | i | 2% | ? | ? | ? | i | 4.0%[0.369 µM]
O=S(=O)(c1ccc(Sc2nnc3ccccn23)nc1)N1CCOCC1 | 4% | 3% | i | -2% | i | 4% | -15% | i | 22% | i | 2.6%
CCOc1ccc(C(=O)NCC(C)CN(C)C)cc1OCC (stereo unspecified) | 0% | -6% | i | -4% | i | 1% | -5% | i | -9% | i | 0.1%
